Assay outcomes (PubChem BioAssay)
Bcl-B Bim block: inhibitors of Bim-Bcl-B interaction, human. Q9HD36. bead-based flow cytometry, Bim peptide-Bcl-B binding. inhibition, % at 10 µM. 190,000 tested, 0.073% active;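 further: 0% = tracer peptide without compound and 100% = reference inhibitor peptide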
Target sequence (Q9HD36 whole entry, looked up): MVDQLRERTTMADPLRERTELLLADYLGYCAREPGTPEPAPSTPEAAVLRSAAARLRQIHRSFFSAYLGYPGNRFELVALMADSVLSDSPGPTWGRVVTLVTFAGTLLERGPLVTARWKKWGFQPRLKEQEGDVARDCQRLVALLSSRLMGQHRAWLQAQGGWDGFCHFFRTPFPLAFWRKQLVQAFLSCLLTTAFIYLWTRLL
Mcl-1 Bim block: disrupts Bim peptide binding to human Mcl-1; Q07820; Bead-based flow cytometry, Bim peptide-Mcl-1 binding; inhibition, % at 10 µM; 190,000 tested, 0.1% active; AID 1009;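 further: 0% = no compound tracer wells and 100% = peptide blocker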
Bcl-2 Bim block: inhibitors of Bim-Bcl-2 interaction, human; P10415; Bead-based flow cytometry, Bim peptide-Bcl-2 binding; inhibition, % at 10 µM; 190,000 tested, 0.06% active; in the data active means inhibition above about 40%;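 further: 0% = no compound wells with probe peptide and 100% = reference peptide inhibitor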
Target sequence (P10415 whole entry, looked up): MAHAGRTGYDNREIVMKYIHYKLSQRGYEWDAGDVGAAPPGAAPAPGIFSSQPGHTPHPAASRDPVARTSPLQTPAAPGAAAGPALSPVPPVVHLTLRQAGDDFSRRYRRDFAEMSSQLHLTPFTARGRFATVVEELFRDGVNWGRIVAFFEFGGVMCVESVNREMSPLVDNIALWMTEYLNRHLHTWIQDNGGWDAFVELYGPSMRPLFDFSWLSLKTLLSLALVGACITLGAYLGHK
RGS7-Gao reg: modulates binding of RGS7 to human Galphao. P09471. Multiplexed bead flow cytometry; actives lie on both sides. binding response (% of control), % at 10 µM. 220,000 tested, 0.35% active. AID 1439; in the data active means binding response below about 49% or above about 150%;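 further: fluorescent Galphao held in activated GDP-AlF4 state binding bead-coupled RGS7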
Target sequence (P09471 whole entry, looked up): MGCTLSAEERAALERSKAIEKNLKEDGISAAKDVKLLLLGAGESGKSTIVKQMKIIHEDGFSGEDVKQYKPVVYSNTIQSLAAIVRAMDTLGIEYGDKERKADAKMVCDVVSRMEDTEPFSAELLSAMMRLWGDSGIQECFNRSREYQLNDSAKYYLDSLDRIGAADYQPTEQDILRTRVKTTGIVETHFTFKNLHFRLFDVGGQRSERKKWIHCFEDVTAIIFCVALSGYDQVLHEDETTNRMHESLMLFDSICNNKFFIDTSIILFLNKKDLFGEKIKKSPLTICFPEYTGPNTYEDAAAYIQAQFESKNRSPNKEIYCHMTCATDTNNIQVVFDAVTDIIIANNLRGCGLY
ABCB1 block: human ABCB1 inhibition, ABCG2 as counter-screen; P08183; 190,000 tested, 0.067% active; inhibition, % at 6.6 µM; CCRF-Adr cells, JC-1 efflux, flow cytometry; in the data active means inhibition above about 40%;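 further: 0% = vehicle and 100% = reference inhibitor; higher value means more JC-1 retained so stronger ABCB1 efflux block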
RGS4-Gao reg: human RGS4-Galphao interaction regulation; P09471; Multiplexed bead flow cytometry, RGS4-Galphao binding; actives lie on both sides; binding response (% of control), % at 10 µM; 220,000 tested, 0.33% active; in the data active means binding response below about 49% or above about 150%; inactive means in between;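 further: fluorescent Galphao activated with aluminum fluoride binding bead-coupled RGS4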
Bcl-XL Bim block: human Bim-Bcl-XL interaction inhibition | Q07817 | Bim peptide-Bcl-XL binding, bead flow cytometry, fluorescence | inhibition, % at 10 µM | 190,000 tested, 0.04% active
ABCG2 block: human ABCG2 inhibition, ABCB1 as counter-screen; Q9UNQ0; IgMXP3 cells, JC-1 efflux, flow cytometry; inhibition, % at 6.6 µM; 190,000 tested, 0.1% active; AID 1325;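 active means inhibition above 80%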;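 further: 0% = DMSO and 100% = nicardipine control wells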
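Times: 10 min at 25 °C | Test system: Two drug-resistant human cell lines, ABCG2 and ABCB1 | Quantity: 3 million cells/mL final, two lines in 1:1 ratio | Signal: Flow cytometry, 530 nm JC-1 signal | Dosing: Compound at 6.6 µM | Controls: Nicardipine and DMSO wells | Reagent: JC-1 as fluorescent efflux pump substrate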
Bim-Bcl-W: disrupts Bim peptide binding to human Bcl-W. Q92843. bead-based flow cytometry. inhibition, % at 10 µM. 190,000 tested, 0.02% active. AID 952;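 further: 0% = bound tracer without compound and 100% = peptide blocker; higher means less fluorescent Bim peptide bound to Bcl-W beads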
Target sequence (Q92843 whole entry, looked up): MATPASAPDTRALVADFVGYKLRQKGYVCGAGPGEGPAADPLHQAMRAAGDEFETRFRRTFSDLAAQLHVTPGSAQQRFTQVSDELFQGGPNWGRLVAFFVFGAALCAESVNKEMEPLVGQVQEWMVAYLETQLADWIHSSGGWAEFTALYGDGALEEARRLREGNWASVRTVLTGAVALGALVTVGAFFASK
Bim-Bfl-1: human Bim-Bfl-1 interaction inhibition | AID 1008 | inhibition, % at 10 µM | Q16548 | Bead-based flow cytometry, Bim-Bfl-1 binding inhibition | 190,000 tested, 0.12% active;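 further: 0% = wells without compound plus tracer and 100% = blocker peptide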
RGS8-Gao: human RGS8-Galphao interaction regulation; P09471; multiplexed bead flow cytometry, RGS8-Galphao binding; actives lie on both sides; response (percent of control binding), % at 10 µM; 220,000 tested, 0.34% active; AID 1423; in the data active means response below about 60% or above about 140%; inactive means in between;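 further: Galphao activated as the GDP aluminium fluoride complex binding bead-coupled RGS8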
An asterisk follows results filed as active; / = no result given. Unless noted, no stated cut-off is given here; in the data, active means inhibition above about 40%.

SMILES	Bcl-B Bim block	Mcl-1 Bim block	Bcl-2 Bim block	RGS7-Gao reg	ABCB1 block	RGS4-Gao reg	Bcl-XL Bim block	ABCG2 block	Bim-Bcl-W	Bim-Bfl-1	RGS8-Gao
COc1cc(/C=C(\C#N)c2nc3c(s2)CC(C)CC3)ccc1O (stereo unspecified)	-2	-5	-1	74	3.2	72	-2	10	0	2	94
COc1cccc(-c2nn(-c3ccccc3)cc2/C=C\C(=O)c2cccs2)c1	0	-1	0	102	-0.1	101	-1	0	0	-1	101
COc1cc2ncnc(NCc3cccs3)c2cc1OC	0	1	2	104	-0.2	101	-1	2	0	-3	105
O=C(O)C1CCN(C(=O)Cc2ccccc2)CC1	-4	0	-1	101	0.6	103	0	2	-1	-3	98
O=C(CCn1nc(-c2ccccc2)ccc1=O)N1CCCC1	-6	-3	1	103	0.3	103	-7	1	-2	-3	102
CCN(CC)C(=O)CSc1nnc(-c2cccs2)n1Cc1ccco1	-7	1	-7	103	1.0	104	4	6	3	-9	96
CCC(C)(C(=O)NC1CCCCC1)N(CC1CCCO1)C(=O)CNC(=O)c1ccccc1 (stereo unspecified)	-7	0	-6	96	0.6	96	-4	1	2	-11	97
O=c1oc2cc(O)ccc2c2c1CCCC2	0	-3	2	92	0.4	92	-1	5	0	-2	97
COc1cccc(N2CCN(Cc3nnnn3C3CCCCC3)CC2)c1	-5	-1	0	107	1.2	101	-4	3	-2	-6	103
Cc1cc(N2CCOCC2)nc2cc(O)ccc12	-10	-6	-10	101	-0.1	100	-11	1	-7	-11	99
COc1cc(C(O)P(=O)(OC(C)C)OC(C)C)cc(OC)c1OC (stereo unspecified)	-7	-1	-7	103	0.9	101	-5	8	-4	-13	99
CC(C)CCN=CC1=C(O)CC(c2ccccc2)CC1=O (stereo unspecified)	-6	0	-2	96	0.1	103	-2	2	-2	-6	100
CNC(=O)C1CC(=O)N/C(=N/N=C(\C)c2cccs2)S1 (stereo unspecified)	0	-3	0	97	0.8	100	-3	2	-1	0	102
CCN(CC)C(=O)C1CCCN(c2ccc([N+](=O)[O-])cc2/C=N/NC(=O)c2cccc(O)c2)C1 (stereo unspecified)	-3	0	3	99	0.6	100	0	2	0	5	101
COc1ccc(-c2noc(-c3ccccc3F)n2)cc1	-9	-2	-10	100	0.2	102	-3	2	-2	-13	101
COCCCNC(=S)NCCNc1nc2cc(C)cc(C)c2cc1C#N	-2	0	-2	103	0.8	106	-3	4	-1	-6	104
CC(=O)c1ccc(Oc2cc(C(F)(F)F)cnc2C(N)=O)cc1	-5	-1	-10	102	0.2	104	0	0	0	-12	102
Cc1ccc(C(=O)N2CCN(c3ccc(C(F)(F)F)cn3)CC2)c(C)c1	0	0	-6	107	-0.1	105	-1	0	-1	-5	103
COc1cc(/C=N/N=C2/NC(=O)C(CC(=O)O)S2)ccc1OCc1ccc(Cl)cc1 (stereo unspecified)	-10	-5	-6	101	-0.1	104	-10	0	-6	-16	103
O=C(COc1ccc(S(=O)(=O)N2CCCC2)cc1Cl)NC1CCCC1	-4	-1	-8	103	-0.2	103	-4	10	2	-10	100
COc1ccc(CCNC(=O)CCCCn2c(=O)[nH]c3ccccc3c2=O)cc1OC	0	-1	2	102	0.1	102	-2	0	0	2	100
O=S(=O)(Nc1cccc2c1CCCC2)c1ccc(Cl)cc1	-4	-3	0	102	0.0	98	-4	8	-3	0	99
Cc1cc(C(=O)CSc2cccc[n+]2[O-])c(C)n1-c1ccccc1	0	5	2	79	0.0	86	0	13	1	-4	93
CC1(C)SC(=S)N(/N=C/c2ccc(O)cc2)C1N(O)C(=O)Nc1ccc([N+](=O)[O-])cc1 (stereo unspecified)	-5	2	-9	102	-0.4	104	-4	-1	0	11	100
COc1cc(C(=O)Nc2ccc(C(N)=O)cc2)c([N+](=O)[O-])cc1OC	-2	0	-3	101	-0.2	102	-1	1	0	-6	100

Three entries out of the list above, sorted by the value under Bcl-B Bim block, lowest first:
Compound | Bcl-B Bim block
COc1cc(C(O)P(=O)(OC(C)C)OC(C)C)cc(OC)c1OC (stereo unspecified) | -7
CC(C)CCN=CC1=C(O)CC(c2ccccc2)CC1=O (stereo unspecified) | -6
COc1cc(C(=O)Nc2ccc(C(N)=O)cc2)c([N+](=O)[O-])cc1OC | -2

Carrying on.
SMILES	Bcl-B Bim block	Mcl-1 Bim block	Bcl-2 Bim block	RGS7-Gao reg	ABCB1 block	RGS4-Gao reg	Bcl-XL Bim block	ABCG2 block	Bim-Bcl-W	Bim-Bfl-1	RGS8-Gao
Cn1c(-c2ccc(F)cc2)cnc1NCc1cc2c(cc1[N+](=O)[O-])OCO2	-8	-3	3	104	/	103	-1	12	2	1	104
Cc1nonc1C1CCCN1Cc1cn[nH]c1-c1ccc(-c2ccccc2)cc1 (stereo unspecified)	-6	-2	-8	103	0.8	98	-5	4	0	-7	101
CCCOc1cc(C)c(S(=O)(=O)N2CCN(C)CC2)cc1C	-1	0	2	107	0.6	108	-3	1	-2	0	110
COc1ccc(C)cc1NC(=O)COC(=O)c1ccc(OCc2ccc(Cl)cc2Cl)c(OC)c1	-2	-1	-2	95	0.0	94	0	1	-2	0	104
COc1ccccc1CNC(=O)C1CC(c2cccc([N+](=O)[O-])c2)=NO1 (stereo unspecified)	-3	0	2	102	0.5	103	0	1	2	-5	101
Cc1ccc(SC/C(O)=C(\C#N)c2nc3ccccc3s2)cc1	-6	2	-7	97	0.2	97	0	0	0	-13	98
Cc1c(C)n(CCC#N)c2ccc(Cl)cc12	-5	-2	-3	102	0.6	99	-6	8	-2	0	103
Cc1nc2ccc(NC(=O)c3ccco3)cc2s1	-1	1	0	105	0.4	104	0	5	0	-5	107
CC1CCCC(C)N1C(=O)COC(=O)c1cc(Br)ccc1Cl (stereo unspecified)	-7	0	0	102	1.8	103	-2	17	-1	-4	99
Cc1c(C(=O)N2CCOCC2)[nH]c2c1C(=O)CC(c1ccc(Cl)cc1)C2 (stereo unspecified)	-6	-1	-1	93	1.2	109	-2	12	0	-8	105
NCCCCCc1nnc(SCC(=O)Nc2cccc(Cl)c2)o1	-4	0	-6	102	0.4	99	-5	1	-4	-5	99
O=C(CNC(=O)c1cccs1)OCC(=O)c1ccc(Br)cc1	-7	-2	-2	97	0.4	101	0	1	2	3	88
COc1ccc(-c2cc(-c3ccccc3)c(C#N)c(=S)[nH]2)cc1	-10	-2	0	98	-1.5	103	-4	-8	-4	-4	98
O=C(COc1ccccc1)NNC(=S)NC(=O)c1ccc(Cl)cc1Cl	-8	-7	0	102	-0.8	103	-7	-3	-6	1	103
O=C(NC(=S)Nc1ccc(C(=O)N2CCOCC2)cc1)c1ccc([N+](=O)[O-])cc1	1	0	-3	94	0.5	95	-2	6	-5	-1	99
COc1cc(C(=O)Nc2cccc(C)c2C)c(Br)c(OC)c1OC	-4	0	-2	96	1.7	99	2	10	-3	-3	101
O=C(O)c1cccc(NC(=O)c2ccc3c(c2)C(=O)N(Cc2ccco2)C3=O)c1	0	2	0	101	-0.1	99	1	-1	1	-3	100
COc1cc(/C=N/NC(=Nc2ccc(C)cc2)c2nc3ccccc3s2)ccc1O	-15	0	-11	96	-0.8	105	-5	-2	0	-9	99
COc1cc2c(cc1OC)CN(C(=O)c1cc(S(=O)(=O)N3CCOCC3)ccc1Cl)CC2	-11	-4	-16	100	3.1	104	-3	19	-1	-16	102
COc1ccccc1Cn1c(=S)[nH]c2cc(C(=O)NCc3cccnc3)ccc2c1=O	-14	0	-3	102	-0.1	100	-2	0	-2	-6	105
CCCCc1nc2ccccc2c(NC(=O)CNC(C)(C)C)c1CCC	-2	-5	-4	102	5.4	103	0	2	0	2	108
CCOC(=O)c1nnn(-c2nc(N3CCCC3)nc(N3CCCC3)n2)c1-c1ccccc1	0	-1	-4	102	1.1	105	-2	5	-1	-1	101
CCCC(CCC)C(=O)Nc1ccc2c(c1)N(C(=O)CN1CCN(C)CC1)c1ccccc1CC2	-2	0	-1	119	-0.2	121	-1	0	0	-5	129
CC(=O)c1c(C)nc(-c2ccccc2)nc1NC(=O)C(C)C	-2	6	0	94	0.5	93	-4	2	0	-10	95
Cc1cc(N/C(=N/S(=O)(=O)c2ccc(F)cc2)c2ccccc2)n(-c2ccccc2)n1	-2	0	-1	92	5.3	97	-2	14	-2	-2	101
CC1(C)NC(=O)N(CC(=O)OCC(=O)Nc2cc(S(=O)(=O)N3CCCCCC3)ccc2Cl)C1=O	-1	0	-1	102	0.0	101	-4	1	0	-1	103
Cc1nnsc1SC(C)C(=O)O (stereo unspecified)	0	-2	-3	94	0.0	92	0	4	-1	0	97

Retrieved one by one from the list above (three):
SMILES	Bcl-B Bim block	Mcl-1 Bim block	Bcl-2 Bim block	RGS7-Gao reg	ABCB1 block	RGS4-Gao reg	Bcl-XL Bim block	ABCG2 block	Bim-Bcl-W	Bim-Bfl-1	RGS8-Gao
Cc1nonc1C1CCCN1Cc1cn[nH]c1-c1ccc(-c2ccccc2)cc1 (stereo unspecified)	-6	-2	-8	103	0.8	98	-5	4	0	-7	101
CC1(C)NC(=O)N(CC(=O)OCC(=O)Nc2cc(S(=O)(=O)N3CCCCCC3)ccc2Cl)C1=O	-1	0	-1	102	0.0	101	-4	1	0	-1	103
Cc1cc(N/C(=N/S(=O)(=O)c2ccc(F)cc2)c2ccccc2)n(-c2ccccc2)n1	-2	0	-1	92	5.3	97	-2	14	-2	-2	101

Grouped by structure: the entries above with a CF3 group (2)
SMILES	Bcl-B Bim block	Mcl-1 Bim block	Bcl-2 Bim block	RGS7-Gao reg	ABCB1 block	RGS4-Gao reg	Bcl-XL Bim block	ABCG2 block	Bim-Bcl-W	Bim-Bfl-1	RGS8-Gao
CC(=O)c1ccc(Oc2cc(C(F)(F)F)cnc2C(N)=O)cc1	-5	-1	-10	102	0.2	104	0	0	0	-12	102
Cc1ccc(C(=O)N2CCN(c3ccc(C(F)(F)F)cn3)CC2)c(C)c1	0	0	-6	107	-0.1	105	-1	0	-1	-5	103

An excerpt from above in order of formula weight, largest number first.
SMILES	Bcl-B Bim block	Mcl-1 Bim block	Bcl-2 Bim block	RGS7-Gao reg	ABCB1 block	RGS4-Gao reg	Bcl-XL Bim block	ABCG2 block	Bim-Bcl-W	Bim-Bfl-1	RGS8-Gao
COc1ccc(CCNC(=O)CCCCn2c(=O)[nH]c3ccccc3c2=O)cc1OC	0	-1	2	102	0.1	102	-2	0	0	2	100
O=C(COc1ccc(S(=O)(=O)N2CCCC2)cc1Cl)NC1CCCC1	-4	-1	-8	103	-0.2	103	-4	10	2	-10	100
Cc1cc(N2CCOCC2)nc2cc(O)ccc12	-10	-6	-10	101	-0.1	100	-11	1	-7	-11	99
